Screening results from PubChem BioAssay.
GRP78 ERSR act – inducers of ER stress response in human glioma cells | U87-MG GRP78 promoter luciferase reporter, 16 h | AID 602332 | 420,000 tested, 0.02% active | Potency, µM, for the others: at the top dose activation, usual class: activators; further: potency means the concentration at half of the fitted maximal effect; series mostly up to about 76 µM; % of control where 0% means no effect; nearly all actives have a fitted effect of over 35% in size
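Stably transfected U87-MG glioma cells carrying a GRP78-based luciferase sensor; 16 h compound incubation. Luminescence end-point read 10 min after Bright-Glo addition at room temperature.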
D1 PAM – potentiators of human D1 dopamine receptor. P21728. HEK293 TREx D1 cells, calcium flux, dopamine EC20 potentiation. potentiation, % at 10 µM. 360,000 tested, 0.036% active; in the data active means potentiation above about 30%; further: 0% is about no effect
D1 ag – agonists of human D1 dopamine receptor. AID 504660. HEK293 T-REx D1 cells, calcium flux, agonist mode. 360,000 tested, 1% active. activation, % at 2 µM; in the data active means activation above about 30%; further: 0% is about no effect
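Agonism was scored from calcium flux recorded over 180 s (1 read/s) after pintool compound addition, following a 10-cycle baseline. Cells were inducible force-coupled HEK293 TREx D1, plated overnight at 30 C and loaded with no-wash calcium dye.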
Vif-A3F inh – blocks the Vif interaction with APOBEC3F; HeLa A3F-eYFP + Vif (tagged APOBEC3F with the HIV-1 protein that degrades it), YFP fluorescence increase; AID 602313; Potency, µM (series often up to 46.1 µM), for the others: at the top dose activity, negative = active; 390,000 tested, 0.2% active; further: potency means the concentration at half of the fitted maximal effect; % of control where 0% means no effect; nearly all actives have a fitted effect of over 65% in size
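HeLa cells stably expressing Vif plus C-terminally eYFP-tagged A3F were seeded, incubated overnight at 37 deg C, dosed with compound, incubated overnight again at 37 deg C. Yellow fluorescence (Ex 488/Em 500-530) reported blocked Vif-mediated A3F-eYFP degradation.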
D2 PAM – positive allosteric modulators of human D2 dopamine receptor; AID 485347; potentiation, % at 10 µM; HEK293 T-REx D2, calcium flux, EC20 dopamine potentiation; 340,000 tested, 0.34% active;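 active means potentiation over 3 SD above the plate norm, cut at about 30% in these data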; further: 0% is about no effect
Target sequence (P14416 whole entry, looked up): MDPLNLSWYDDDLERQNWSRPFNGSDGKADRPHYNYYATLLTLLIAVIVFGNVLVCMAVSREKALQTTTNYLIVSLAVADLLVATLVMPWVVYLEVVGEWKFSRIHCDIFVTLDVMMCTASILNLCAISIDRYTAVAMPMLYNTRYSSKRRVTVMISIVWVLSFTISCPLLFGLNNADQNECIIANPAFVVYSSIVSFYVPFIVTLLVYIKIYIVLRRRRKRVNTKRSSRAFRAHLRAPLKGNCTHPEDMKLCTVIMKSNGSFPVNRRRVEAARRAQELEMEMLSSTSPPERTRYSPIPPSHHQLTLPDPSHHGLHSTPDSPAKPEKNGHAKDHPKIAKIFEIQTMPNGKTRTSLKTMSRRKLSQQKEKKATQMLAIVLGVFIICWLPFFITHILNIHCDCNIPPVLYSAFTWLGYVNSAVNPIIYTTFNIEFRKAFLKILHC
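Tetracycline-induced HEK293 T-REx cells force-coupled to calcium signalling expressed D2; compounds were pin-added after a 10 s baseline, read kinetically 180 s, then an EC20 dopamine challenge followed with a further 180 s calcium read.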
LDHA block – inhibitors of human lactate dehydrogenase A; P00338; purified LDHA, NADH/diaphorase-resazurin fluorescence; active compounds read low; activity change, % (values are at about 110 or 230 µM); 480,000 tested, 0.15% active; in the data active means activity change below about -30%;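 further: plate controls were DMSO wells for no effect and wells without enzyme for full effect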
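Human LDH5 at 2 nM final in Tris HCl pH 7.4 with 0.06 mM NADH and 0.2 mM pyruvate, reacted 5 minutes at room temperature. Remaining NADH coupled via diaphorase/resazurin; resorufin fluorescence read at 0 and 20 minutes, normalized to enzyme-free and DMSO wells.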
RXFP1 agonist – RXFP1 (human) receptor agonism; Q9HBX9; HEK293T-RXFP1 cAMP TR-FRET, 30 min; response scale: percent of porcine relaxin response, buffer zero; Potency, µM (highest dose often 57.5 µM), for inactives: at the top dose activation, usual class: activators; 370,000 tested, 0.3% active; AID 2676; further: potency means the concentration at half of the fitted maximal effect; on the % scale 0 is the no-effect control and ±100 the full control effect; nearly all actives have a fitted effect of over 60% in size; many of its hits are not listed in these tables
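HEK293T cells stably expressing RXFP1 were pretreated with the PDE4 inhibitor Ro 20174, exposed to compounds for 30 min at 37C, lysed, and cAMP was read by TR-FRET. Data normalized to buffer (basal) and 29 nM porcine relaxin (100%).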
D1 antag – antagonists of human D1 dopamine receptor; AID 504652; P21728; activity change, negative = inhibition, % at 10 µM; 360,000 tested, 3.2% active; HEK293 TREx D1 cells, calcium flux, dopamine EC80; active compounds read low; in the data active means activity change below about -30%; further: on the % scale 0 is the no-effect control and ±100 the full control effect
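Calcium flux readout: force-coupled, inducible Hek293 Trex D1 line, cells induced overnight at 30 C with tetracycline, dye-loaded 30–90 min at RT. Antagonism scored against EC80 dopamine challenge given 180 s after compound.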
Vif-APOBEC3G blk – inhibitors of Vif-APOBEC3G interaction. Q9HC16. HeLa A3G-eYFP + Vif (tagged APOBEC3G with the HIV-1 protein that degrades it), YFP fluorescence, overnight. Potency, µM (series often up to 46.1 µM), for inactives: at the top dose activity, negative = active, most hits filed as inhibitors. 410,000 tested, 0.076% active. AID 602310;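 further: potency means the concentration at half of the fitted maximal effect; on the % scale 0 is the no-effect control and ±100 the full control effect; nearly all actives have a fitted effect of over 60% in size; hits raise eYFP signal because A3G escapes Vif-driven loss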
Target sequence (Q9HC16 whole entry, looked up): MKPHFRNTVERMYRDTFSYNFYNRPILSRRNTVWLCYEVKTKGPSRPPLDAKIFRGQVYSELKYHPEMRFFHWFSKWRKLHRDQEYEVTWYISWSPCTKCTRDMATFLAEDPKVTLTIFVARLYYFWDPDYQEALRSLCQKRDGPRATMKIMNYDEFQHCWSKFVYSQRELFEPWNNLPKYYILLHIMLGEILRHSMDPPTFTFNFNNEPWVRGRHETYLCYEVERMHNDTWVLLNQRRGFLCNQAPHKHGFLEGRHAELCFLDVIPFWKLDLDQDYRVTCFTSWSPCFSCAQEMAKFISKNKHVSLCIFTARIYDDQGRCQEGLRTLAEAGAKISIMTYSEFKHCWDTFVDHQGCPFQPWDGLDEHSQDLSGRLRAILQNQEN
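HeLa cells stably expressing Vif and C-terminally eYFP-tagged A3G, seeded overnight at 37 deg C, then exposed to compound by pintool overnight at 37 deg C. Rise in yellow fluorescence (Ex 488/Em 500-530, Acumen) marks blocked Vif-driven A3G degradation.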
* marks the source's active call; other numbers are inactive results; nt = no result given. Unless noted, the call rests on the fitted dose curve; in most records, active means well fitted curve in the direction sought with a large enough effect; inconclusive means small, poorly fitted or top-dose-only effect, or another doubt; inactive means no such curve, though single readings can be large; an effect the other way counts as inactive or inconclusive.

SMILES	GRP78 ERSR act	D1 PAM	D1 ag	Vif-A3F inh	D2 PAM	LDHA block	RXFP1 agonist	D1 antag	Vif-APOBEC3G blk
CCOC(=O)C1CCN(C(=O)Cn2cc(C(=O)OC)c3ccccc32)CC1	-5%	-2	1	3%	nt	-5	3.1%	1	0%
Cc1ccc(-n2nnnc2SCC(=O)Nc2ccccc2N2CCCCC2)cc1C	4%	-5	0	nt	-2	1	1.0%	-2	1%
CCOC(=O)C1CCN(S(=O)(=O)c2ccc(CNC(=O)c3ccccc3)s2)CC1	-4%	11	5	-4%	9	-2	0.0%	-2	1%
CCC1NC(=O)c2cc3ccccc3cc2-n2c1nc1ccc(OC)cc1c2=O (stereo not drawn)	-3%	nt	nt	0%	nt	-5	nt	nt	-3%
Cc1ccccc1NC(=O)CC(=O)c1ccccc1	3%	-2	3	7%	2	-15	1.9%	6	-1%
COc1ccc(OC)c(CCNC(=O)CN2C(=O)COc3ccc(S(=O)(=O)N4CCCCCC4)cc32)c1	-2%	-1	2	-3%	16	0	6.6%	2	-4%
O=C(NCC1CCCO1)C(=O)N/N=C/c1ccc(OCc2ccccc2Cl)cc1 (stereo not drawn)	0%	nt	nt	3%	nt	-9	nt	nt	0%
COCn1c(-c2ccc(OC)cc2)nc2ccccc21	-2%	1	-2	5%	-1	-4	0.7%	-19	1%
COc1ccccc1-c1noc2c1C(=O)N(C(=O)OC(C)(C)C)CC2	-3%	nt	nt	1%	nt	-3	nt	nt	-2%
Cc1ccc(-c2nc(-c3ccccn3)no2)cc1	-14%	-1	1	0%	-1	-6	0.3%	2	-1%
COc1ccc(CCNc2ncnc3c2c(-c2ccccc2)cn3-c2ccc(F)cc2)cc1OC	-2%	-3	6	1%	-2	2	-0.5%	-16	1%
Cc1nc2ccc(C(=O)N/N=C/c3cc([N+](=O)[O-])ccc3O)cc2[nH]1	-4%	4	3	2%	3	-1	-0.7%	5	5%
CN(c1ccc(C(=O)NCc2ccncc2)cc1)S(=O)(=O)c1ccc(Cl)cc1	-2%	-3	8	4%	-6	-7	1.6%	-9	-3%
CN1C(=O)CS(=O)c2ccc(C(=O)NCCC3=CCCCC3)cc21 (stereo not drawn)	-2%	-1	2	1%	-15	-8	0.8%	-21	0%
O=C(Nc1ccc(N2CCOCC2)cc1)c1cccc(S(=O)(=O)N2CCOCC2)c1	-3%	nt	nt	8%	nt	-4	nt	nt	2%
Cc1[nH]c(=O)[nH]c(=O)c1NC(=O)c1sc2nc3c(C)cccc3cc2c1N	-2%	-3	5	0%	-1	-8	1.5%	-2	-14%
O=C(NCCN1CCOCC1)c1cc(Br)ccc1Cl	-1%	-3	3	-1%	13	-9	-1.7%	12	2%
COc1ccc(-c2noc(C3CCCN(C(=O)c4c(F)cccc4F)C3)n2)cc1OC (stereo not drawn)	8%	-10	3	9%	0	-3	2.7%	-14	5%
CCOC(=O)N1CCN(CC(O)COc2ccccc2[N+](=O)[O-])CC1 (stereo not drawn)	8%	-9	4	-8%	11	-3	5.7%	13	1%
CC(CC(=O)Nc1ccc2c(c1)OCCO2)c1ccccc1 (stereo not drawn)	1%	-3	2	-8%	-2	-10	-0.5%	2	1%
CC(C)(C)C1CCc2c(sc(NC(=O)c3ccco3)c2C(N)=O)C1 (stereo not drawn)	-1%	22	4	6%	-4	-5	19%	22	3%
O=C(NCC1CCCO1)C(=O)N/N=C/c1ccc(O)c(Cl)c1 (stereo not drawn)	-3%	1	1	-5%	-2	-6	5.4%	-1	0%
O=C(N/N=C/c1cccs1)c1ccc(-n2cccc2)cc1	6%	-4	-1	10%	-22	-9	-0.4%	-4	-16%
CCOC(=O)CC(=O)CSc1nc(-c2cccnc2)cc(C)c1C#N	5%	5	3	6%	-5	-1	1.6%	-7	-1%
Cc1ccc(NC(=O)/C(=C/c2ccco2)c2ccccc2)c(C)c1	-4%	13	0	-10%	11	-1	-0.9%	-5	-1%
Cc1nnc(SCCn2c(N3CCCC(C)C3)nc3c2c(=O)n(C)c(=O)n3C)s1 (stereo not drawn)	-4%	-5	2	1%	4	1	2.3%	-2	3%
Cc1cc(=O)[nH]c(NN=Cc2cc(Br)ccc2O)n1	-2%	nt	nt	11%	nt	5	nt	nt	-7%
Clc1ccc(Nc2nc(-c3ccccc3)c3ccccc3n2)c(Cl)c1	-5%	-1	0	-6%	4	-7	1.2%	-14	3%
COc1ccc(N2CC(NC(=O)/C=C\c3ccc4c(c3)OCO4)CC2=O)cc1 (stereo not drawn)	-2%	-2	-3	-3%	-1	-8	2.5%	nt	-4%
Cn1cnnc1SCC(=O)Nc1sc2c(c1C(N)=O)CCC2	-2%	0	2	-8%	11	3	0.5%	-18	0%
COc1ccc(-n2ncc3c2CC(C)(C)CC3NC(=O)CSc2ccccn2)cc1 (stereo not drawn)	-3%	-4	3	-8%	-1	-8	-3.7%	13	1%
Cc1ccc2c(CC(=O)Nc3ccc4nc(N5CCOCC5)sc4c3)coc2c1	1%	nt	nt	0%	nt	0	nt	nt	-6%
CCn1c(=O)[nH]c(=O)c2c(N)c(C(=O)c3cc(F)ccc3F)sc21	-5%	-4	0	-2%	24	-4	2.2%	-25	-10%
Cn1nc(C(=O)OCC(=O)Nc2ccc(S(N)(=O)=O)cc2)c2ccccc2c1=O	-3%	6	-1	-8%	16	-4	0.2%	-18	5%
C#CCOCCOCCOCCNc1nc(N2CCOCC2)nc(N2CCN(C(=O)[C@H]([C@@H](C)CC)n3cc(CCCN=C(N)N)nn3)CC2)n1	-5%	-3	-2	5%	3	0	1.9%	12	0%
CCN(CC)C(=O)Cn1cc(SCC(=O)Nc2ccccc2C)c2ccccc21	-3%	1	2	-7%	-5	4	0.8%	-2	1%
Cc1cc(C)c(S(C)(=O)=O)c(NN)n1	0%	3	3	18%	3	-4	1.6%	-6	-2%
Cc1ccc(C(=O)OCC(=O)Nc2cc(F)ccc2F)cc1NC(=O)c1ccco1	-3%	-5	2	-7%	7	-5	3.2%	9	-3%
CC(C)c1ccc(C(=O)N2CCCN(C(=O)c3ccc(C(C)C)cc3)CC2)cc1	-4%	0	-1	0%	-7	-6	0.1%	18	1%
CC(=O)Nc1cccc(Oc2nc(C)cc(C)c2C#N)c1	-2%	1	-2	3%	6	-3	-0.2%	-3	0%

Shown with each value named: entries from further up.
> Cc1ccc2c(CC(=O)Nc3ccc4nc(N5CCOCC5)sc4c3)coc2c1
  GRP78 ERSR act = 1%
  D1 PAM = nt
  D1 ag = nt
  Vif-A3F inh = 0%
  D2 PAM = nt
  LDHA block = 0
  RXFP1 agonist = nt
  D1 antag = nt
  Vif-APOBEC3G blk = -6%
> C#CCOCCOCCOCCNc1nc(N2CCOCC2)nc(N2CCN(C(=O)[C@H]([C@@H](C)CC)n3cc(CCCN=C(N)N)nn3)CC2)n1
  GRP78 ERSR act = -5%
  D1 PAM = -3
  D1 ag = -2
  Vif-A3F inh = 5%
  D2 PAM = 3
  LDHA block = 0
  RXFP1 agonist = 1.9%
  D1 antag = 12
  Vif-APOBEC3G blk = 0%
> Cc1cc(C)c(S(C)(=O)=O)c(NN)n1
  GRP78 ERSR act = 0%
  D1 PAM = 3
  D1 ag = 3
  Vif-A3F inh = 18%
  D2 PAM = 3
  LDHA block = -4
  RXFP1 agonist = 1.6%
  D1 antag = -6
  Vif-APOBEC3G blk = -2%
> Cc1ccc(C(=O)OCC(=O)Nc2cc(F)ccc2F)cc1NC(=O)c1ccco1
  GRP78 ERSR act = -3%
  D1 PAM = -5
  D1 ag = 2
  Vif-A3F inh = -7%
  D2 PAM = 7
  LDHA block = -5
  RXFP1 agonist = 3.2%
  D1 antag = 9
  Vif-APOBEC3G blk = -3%

The listing picks up, starting 2 compounds before the break.
SMILES	GRP78 ERSR act	D1 PAM	D1 ag	Vif-A3F inh	D2 PAM	LDHA block	RXFP1 agonist	D1 antag	Vif-APOBEC3G blk
CC(C)c1ccc(C(=O)N2CCCN(C(=O)c3ccc(C(C)C)cc3)CC2)cc1	-4%	0	-1	0%	-7	-6	0.1%	18	1%
CC(=O)Nc1cccc(Oc2nc(C)cc(C)c2C#N)c1	-2%	1	-2	3%	6	-3	-0.2%	-3	0%
COc1ccc(Cn2nnc(C(=O)Nc3ccc(F)cc3)c2N)cc1	-7%	-6	11	-5%	-4	-4	-0.4%	30	1%
CCSc1nnc2c(n1)OC(c1ccc(C)s1)Nc1ccccc1-2 (stereo not drawn)	0%	1	-1	0%	-4	-7	0.1%	5	-5%
Nc1nnc(CCCCc2cccs2)o1	1%	2	1	2%	-2	-5	0.1%	-3	0%
O=C(Nc1nccs1)c1nc[nH]c1C(=O)NCc1ccccc1	-5%	1	-2	0%	-13	-6	1.8%	nt	-8%
CCOC(=O)c1c(NC(=O)C2CC(Cl)=CCC2C(=O)O)sc2c1CC(C)(C)OC2 (stereo not drawn)	3%	-1	1	-8%	nt	-11	5.0%	-3	8%
CC(NC(=O)c1ccccc1F)c1nnc(SCC(=O)Nc2nccs2)n1C (stereo not drawn)	-1%	-4	-3	8%	41*	-3	-3.1%	4	1%
CC(O)CSc1nc2c(c(=O)[nH]c(=O)n2C)n1CC(O)COc1ccccc1 (stereo not drawn)	-3%	2	2	-5%	5	-5	1.5%	-1	3%
CN(C(=O)CSc1nc2ccc(NC(=O)CCc3ccccc3)cc2s1)c1ccccc1	-3%	1	2	-16%	13	-7	-0.1%	-17	-16%
COc1ccc(-c2ccc3oc(-c4ccsc4)cc(=O)c3c2)cc1F	-2%	nt	nt	-4%	nt	1	nt	nt	0%
O=c1cc(COc2cccc(C(F)(F)F)c2)nc2sc3c(n12)CCCC3	-2%	0	2	-8%	5	-6	7.7%	-4	-1%
COc1ccc(NC2CS(=O)(=O)CC2NCc2ccco2)cc1 (stereo not drawn)	-3%	-4	0	nt	nt	6	-2.8%	17	-6%
COC(=O)[C@H](Cc1ccccc1)[C@@H](C)OS(N)(=O)=O	-5%	4	1	2%	2	-1	-3.8%	-4	6%
Cc1ccccc1-c1nn2c(-c3ccccc3)nnc2s1	0%	-3	4	-2%	-4	-5	-0.3%	12	1%

Some of the compounds tested; the hit share may differ from the screen's.
